High-throughput results as filed in PubChem BioAssay.
USP2a inh: qHTS Assay for Inhibitors of Ubiquitin-specific Protease USP2a Using CHOP2 as the Reporter. Ubiquitin carboxyl-terminal hydrolase 2 (Homo sapiens), O75604. USP2 core, Ub-CHOP2 coupled fluorogenic reporter, 485/531. Potency, µM (highest dose often 38.3 µM), inactives show at the top dose activity change, negative = inhibition, hits mostly inhibitors. 330,000 tested, 0.01% active. AID 463254, 2010;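 note: potency is the fitted concentration of half-maximal effect; plate controls were DMSO wells for no effect and full inhibition by NEM control for full effect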
Target sequence (O75604 whole entry, looked up): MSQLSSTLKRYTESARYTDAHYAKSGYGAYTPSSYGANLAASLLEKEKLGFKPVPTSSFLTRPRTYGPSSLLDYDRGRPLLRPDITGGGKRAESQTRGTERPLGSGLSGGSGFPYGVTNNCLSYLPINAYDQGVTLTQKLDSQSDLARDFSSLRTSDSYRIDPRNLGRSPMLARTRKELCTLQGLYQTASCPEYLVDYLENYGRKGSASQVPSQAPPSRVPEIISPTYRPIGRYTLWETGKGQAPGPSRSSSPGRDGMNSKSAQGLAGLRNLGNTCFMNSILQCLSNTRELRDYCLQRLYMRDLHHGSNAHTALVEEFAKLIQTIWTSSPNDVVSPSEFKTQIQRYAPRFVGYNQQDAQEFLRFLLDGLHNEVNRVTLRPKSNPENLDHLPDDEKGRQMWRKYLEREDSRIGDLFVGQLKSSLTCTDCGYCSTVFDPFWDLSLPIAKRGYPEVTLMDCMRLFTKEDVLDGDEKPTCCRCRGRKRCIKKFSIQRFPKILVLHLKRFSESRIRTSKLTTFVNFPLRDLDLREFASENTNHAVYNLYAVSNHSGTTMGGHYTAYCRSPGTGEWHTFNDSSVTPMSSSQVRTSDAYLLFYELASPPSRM
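Cell-free coupled assay: 10nM USP2 core preincubated 30min RT with compound in Tris-HCl pH 8.0/CaCl2/CHAPS buffer, then 25nM Ub-CHOP2 and 25nM reporter substrate; fluorescence (Ex 485/Em 531) read after 60min RT, normalized to NEM inhibition, concentration-response curves fitted.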
TSHR antag: Antagonists of the Thyroid Stimulating Hormone Receptor: HTS campaign; 330,000 tested, 0.2% active; Thyrotropin receptor (Homo sapiens), P16473; activity change, negative = inhibition, % at 11.5 µM; TSHR-expressing cells, TSH-stimulated cAMP HTRF, 2 h; stronger effect = lower value;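 active = activity change below a set negative limit, meaning inhibition stronger than a set level, cut at about -70% in these data; inconclusive = activity change between two set negative limits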; note: % is set by controls: 0 for no effect and ±100 for the full control effect
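TSHR-expressing cells were treated with compounds, then stimulated with TSH at EC80 (4nM final) for 2 hours at 37 deg C. Cellular cAMP was measured by HTRF competition between lysate cAMP and cAMP-d2 for a cryptate-labelled anti-cAMP antibody.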
Mito fusion act: qHTS Assay for Small Molecule Inhibitors of Mitochondrial Division or Activators of Mitochondrial Fusion; S. cerevisiae fusion-defective mutant growth rescue, CellTiterGlo 48 h; Potency, µM (highest dose often 46.1 µM), for inactives: at the top dose growth rescue (activation), actives largely listed as activators; 320,000 tested, 0.23% active; AID 485298, 2010;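 note: potency is the fitted concentration of half-maximal effect; % of control where 0% means no effect; nearly all actives have a fitted effect of over 45% in size; temperature-sensitive fusion mutants such as fzo1-1 at 37 °C on non-fermentable ethanol glycerol medium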
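Growth-rescue viability read-out: after 48 h at the non-permissive 37C in glycerol/ethanol YPEG, yeast mitochondrial fusion mutants are measured by CellTiterGlo luminescence; compounds (23 nl pinned per well) restoring growth score as division inhibitors or fusion activators.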
KCNH2 3.1 inh: qHTS for Inhibitors of KCHN2 3.1: Mutant qHTS | U2OS KCNH2 3.1, thallium flux FluxOr; stronger effect = lower value | Potassium voltage-gated channel subfamily H member 2, brain isoform KCNH2 3.1 (human) | 340,000 tested, 0.95% active | activity change, % (tested at about 1.8 µM) | AID 720553, 2013;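 active = maximum activity change below -70%; inconclusive = maximum activity change from -70% to -50%; inactive = maximum activity change above -50%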;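 note: thallium influx rate constant from kinetic fluorescence after stimulation buffer; % is set by controls: 0 for no effect and ±100 for the full control effect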
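Measured as rate of thallium-driven FluxOr signal in transduced U2OS cells carrying the 3.1 channel, read kinetically for 2 min upon stimulation; values are rate constants scaled to DMSO control wells.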
TCR act: Activators of T cell receptors: qHTS campaign | primary human leukocytes, anti-CD3, IL-2 HTRF, 48 h | Potency, µM (top dose mostly 9.22 µM), for the others: at the top dose activation of IL-2 secretion, most hits filed as activators | 330,000 tested, under 10 active | AID 504894, 2011; note: % of control where 0% means no effect
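Primary human leukocytes were stimulated with a-CD3 beads plus compounds for 48 hr without co-stimulation; secreted IL-2 was quantified by HTRF using a-IL-2-K (europium cryptate) and a-IL-2-d2, excited at 320nm with acceptor emission read at 665nm.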
Eya2 inh: qHTS Assay for Inhibitors of the Phosphatase Activity of Eya2 | Protein phosphatase EYA2 (Homo sapiens), O00167 | recombinant Eya2, OMFP fluorescence dephosphorylation (OMFP is methylfluorescein phosphate) | Potency, µM (doses to about 76.9 µM), without a hit: top-dose activity, negative = inhibition, actives largely listed as inhibitors | 330,000 tested, 0.006% active; note: potency is the fitted concentration of half-maximal effect; % is set by controls: 0 for no effect and ±100 for the full control effect
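Eya2 protein (added as 0.2 uM solution) was preincubated with compound for 10 min at ambient temperature in 50 mM HEPES pH 7.5, 50 mM NaCl, 5 uM MgCl2, 0.05% BSA, 1 mM DTT. OMFP (added at 50 uM) then reacted 10 min; fluorescence read at 485/525 nm.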
TRPV1 agonist: HTS Assay for Compounds that Act as Agonists of the Vanilloid Receptor 1 | Transient receptor potential cation channel subfamily V member 1 (Homo sapiens), Q8NER1 | TRPV1-expressing cells, Fluo-8 calcium influx, agonist mode | activation, % at 8.33 µM | 320,000 tested, 0.19% active; in the data active = activation above about 80%; inconclusive = between about 30% and that limit; note: 0% is about no effect
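Cells expressing TRPV1 were dye-loaded with Fluo-8 and read kinetically: 10 s baseline, 3 min after compound (agonist portion), then 2 min after EC20 capsaicin (allosteric enhancer portion). Calcium-bound dye fluorescence at 480/520 nm.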
AT treatment: qHTS Assay for Identifying a Potential Treatment of Ataxia-Telangiectasia; […] A-T fibroblasts, KAP-1 phosphorylation AlphaLISA; neocarzinostatin DNA damage 30 min before lysis; Potency, µM (doses to about 57.5 µM), for the others: at the top dose activation, hits mostly activators; 320,000 tested, 0.19% active; note: potency is the fitted concentration of half-maximal effect; % of control where 0% means no effect; nearly all actives have a fitted effect of over 45% in size
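hTERT-immortalized A-T patient fibroblasts ([…]), 500 cells/well in OPTI-MEM, 1% FBS, got compounds for 60 min, then NCS for 30 min at 37C. Lysates were then assayed for phospho-KAP-1 by AlphaLISA (anti-pKAP1 donor, anti-KAP1 acceptor beads), 6 hr at 25C.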
ELG1 repair inh: qHTS screen for small molecules that inhibit ELG1-dependent DNA repair in human embryonic kidney (HEK293T) cells expressing luciferase-tagged ELG1 | HEK293T ELG1-luciferase reporter, luminescence, 16 h; DNA damage induced by 5-fluorouridine | Potency, µM (titrated, usually from 46.1 µM), for inactives: at the top dose activity change, negative = inhibition, actives largely listed as inhibitors | 330,000 tested, 2.3% active; note: potency is the fitted concentration of half-maximal effect; % is set by controls: 0 for no effect and ±100 for the full control effect; nearly all actives have a fitted effect of over 55% in size
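Cells (2,000 per well) received 5-fluorouridine plus test compound or DMSO and were incubated 16 hr at 37 °C, 5% CO2. Luciferase activity was read by luminescence 30 min after ONE-Glo addition; signal suppression marked inhibition of damage-induced ELG1 function.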
hERG WT inh: qHTS for Inhibitors of KCHN2 3.1: Wildtype qHTS. Voltage-gated inwardly rectifying potassium channel KCNH2 (Homo sapiens), Q12809. U2OS, BacMam KCNH2, thallium flux FluxOr; stronger effect = lower value. activity change, % at 1.84 µM. 340,000 tested, 0.37% active. AID 720551, 2013;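 active = maximum activity change below -70%; inconclusive = maximum activity change between -70% and -50%; inactive = maximum activity change above -50%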; note: % is set by controls: 0 for no effect and ±100 for the full control effect
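U2OS cells were transduced with wild-type KCNH2 virus (2.03 x 10^8 / mL) for 4 h at room temperature, then cultured overnight at 37 C. Thallium flux was read with FluxOr dye. Rate constants were normalized to DMSO controls.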
Starred values were filed as active, the others as inactive; ? = inconclusive; . = no result given; [ ] = remark or other dose. Unless noted, calls come from the whole dose curve; as a rule, active = well fitted curve in the direction sought with a large enough effect; inconclusive = small, poorly fitted or top-dose-only effect, or another doubt; inactive = no such curve, though single readings can be large; an effect the other way counts as inactive or inconclusive. A portion of the library; rates above refer to the full screens.

SMILES | USP2a inh | TSHR antag | Mito fusion act | KCNH2 3.1 inh | TCR act | Eya2 inh | TRPV1 agonist | AT treatment | ELG1 repair inh | hERG WT inh
CCOc1ccc2nc(SC(C)C(N)=O)[nH]c2c1 (stereo not drawn) | 1% | -6 | -2% | 0 | 8% | -12%[15.4 µM] | 1 | 7% | 10% | 1
CCN1C(=O)C2C(C1=O)N1C(c3ccccc3)C3C(=O)N(CC)C(=O)C3N1C2c1ccccc1 (stereo not drawn) | 2% | -4 | -4% | -4 | -1% | 2% | -3 | 3% | 0% | -11
CC(C)Oc1ccc(S(=O)(=O)N2CCCCC2)cc1NC(=O)CN1C(=O)NC(C)(c2ccccc2)C1=O (stereo not drawn) | -1% | -7 | -1% | 1 | -2% | -18% | 0 | 5% | -4% | 36
CN1CCN(C(=O)c2ccc3nc(-c4ccccc4)c(-c4ccccc4)nc3c2)CC1 | -3% | 20 | -6% | -11 | 0% | -3% | ? | 2% | -23% | 0
CCOC(=O)C1CCN(C(=O)C2CC(=O)N(c3ccc(C)cc3)C2)CC1 (stereo not drawn) | 0% | 3 | 1% | -10 | 5% | -28% | 6 | -1% | 0% | 13
Cc1ccc(CN2CCN(Cc3cccc(OCCO)c3)CC2CCO)o1 (stereo not drawn) | 2% | -3 | 3% | 6 | -13% | -1% | 1 | 7% | 10% | -3
C=CCNC(=O)C1CC2Cn3c(nc4ccccc43)C2N1C (stereo not drawn) | 2% | 27 | -2% | 1 | 0% | -3% | 1 | 18% | 14% | -4
CCNC(=O)c1ccc(C23CC4CC(CC(C4)C2)C3)o1 | 6% | -8 | -1% | 25 | 8% | -3% | ? | 2% | -4% | 1
Cc1ccc(S(=O)(=O)c2nc(S(C)(=O)=O)sc2N(C)C)cc1 | -1% | -13 | -1% | -7 | 3% | 2% | -2 | 7% | 1% | 1
CC(=O)N1N=C(c2cccc(O)c2)CC1c1cccs1 (stereo not drawn) | -2% | -3 | 0% | 11 | 10% | -12% | 3 | -3% | -23% | -3
Cc1nnc(SCC(=O)Nc2cc(-c3cc(C)c(C)cc3C)nn2-c2ccccc2)s1 | 4% | -2 | ? | -1 | 2%[46.1 µM] | -4% | 13 | 0% | ? | -9
Cc1noc(C)c1C(=O)Nc1nc(-c2cc(F)ccc2F)cs1 | 1% | -18 | 3% | -135* | 4% | -23% | 3 | -1% | ? | -1
O=C(CCS(=O)(=O)c1ccccc1)N1CCN(c2ccccc2F)CC1 | 0% | -9 | 3% | . | 2% | -9% | 8 | 13% | ? | -12
CN(C)c1ccc(N2C(=NC(=O)CCC3CCCC3)SC3CS(=O)(=O)CC32)cc1 (stereo not drawn) | 2% | -5 | 1% | -1 | -44% | 12% | 1 | 2% | 2% | -281*
COc1cccc(/C=N/NC(=O)CSc2nnc(C)n2-c2ccccc2)c1OC | 1% | 0 | 1% | -15 | -13% | -4% | 2 | 10% | 3% | 9
O=C(NCC(c1ccco1)N1CCc2ccccc2C1)c1ccccc1Cl (stereo not drawn) | 1% | . | 23% | -3 | 12% | -6% | 26 | -3% | 8% | -2
CCCCn1c(N)c(N(CC)C(=O)C2=COCCO2)c(=O)[nH]c1=O | 0% | 11 | -9% | 0 | 4% | -2% | 1 | 2% | 3% | -5
CCCC(=O)Nc1cccn(Cc2ccccc2Br)c1=O | 0% | -42 | -1% | -7 | 4% | -12% | 6 | 0% | 0% | -1
COc1cc(C=NNc2ccc(S(=O)(=O)Nc3ccccc3C(=O)O)cc2[N+](=O)[O-])ccc1O | -20% | . | . | 18 | -7% | -23% | . | -12% | -8% | -8
O=C(NNC(=O)C(c1ccccc1)c1ccccc1)c1ccccn1 | 0% | 1 | -1% | 40 | -1%[46.1 µM] | -1% | 0 | 7% | 13% | 25
CC(C)(C)NC(=O)C(c1ccc(F)cc1)N(CC1CCCO1)C(=O)c1csnn1 (stereo not drawn) | 0% | 7 | -4% | -8 | 2% | 13% | -1 | -8% | 18% | 2
OCc1nnn(-c2ccccc2)c1CO | -2% | 6 | -3% | 0 | 0% | 5% | 0 | -2% | 14% | 1
C=CC[C@@H](Cc1ccc(F)cc1)C(=O)OC[C@H]1CCCN1C(=O)[C@@H](CC=C)CC(=O)N(CCO)Cc1ccccc1 | -8% | -5 | . | -10 | 6% | -13% | . | 7% | -24% | -6
CCCC(=O)n1nc(-c2ccco2)nc1SCc1ccccc1 | 5% | 32 | 13% | 54 | 1%[46.1 µM] | -5% | -4 | 7% | ? | -3
COc1ccc(CNC(=S)NC2CCCC2)cc1 | 3% | -14 | -3% | -7 | 6%[46.1 µM] | -14% | ? | -1% | 4% | 5

Results in hERG WT inh, Eya2 inh and TSHR antag, for some of the entries so far:
SMILES	hERG WT inh	Eya2 inh	TSHR antag
COc1cccc(/C=N/NC(=O)CSc2nnc(C)n2-c2ccccc2)c1OC	9	-4%	0
CCCCn1c(N)c(N(CC)C(=O)C2=COCCO2)c(=O)[nH]c1=O	-5	-2%	11
COc1cc(C=NNc2ccc(S(=O)(=O)Nc3ccccc3C(=O)O)cc2[N+](=O)[O-])ccc1O	-8	-23%	.
Cc1noc(C)c1C(=O)Nc1nc(-c2cc(F)ccc2F)cs1	-1	-23%	-18
CCCC(=O)Nc1cccn(Cc2ccccc2Br)c1=O	-1	-12%	-42

3 compounds out of the list, arranged by SMILES length, high to low.
SMILES | USP2a inh | TSHR antag | Mito fusion act | KCNH2 3.1 inh | TCR act | Eya2 inh | TRPV1 agonist | AT treatment | ELG1 repair inh | hERG WT inh
Cc1noc(C)c1C(=O)Nc1nc(-c2cc(F)ccc2F)cs1 | 1% | -18 | 3% | -135* | 4% | -23% | 3 | -1% | ? | -1
CCCC(=O)Nc1cccn(Cc2ccccc2Br)c1=O | 0% | -42 | -1% | -7 | 4% | -12% | 6 | 0% | 0% | -1
OCc1nnn(-c2ccccc2)c1CO | -2% | 6 | -3% | 0 | 0% | 5% | 0 | -2% | 14% | 1

(more compounds)
SMILES | USP2a inh | TSHR antag | Mito fusion act | KCNH2 3.1 inh | TCR act | Eya2 inh | TRPV1 agonist | AT treatment | ELG1 repair inh | hERG WT inh
CCC1=[N+]([O-])C(C)(/C(C)=N\O)N(O)C1(C)C (stereo not drawn) | 2% | -3 | -2% | -3 | -5% | 14% | 12 | 10% | -3% | 2
COc1ccc(-c2nnc(-c3cccnc3)o2)cc1 | 0% | -1 | -1% | 0 | . | 9% | 0 | 0% | ? | 5
C=CCOc1ccc(C2C(C(=O)c3ccc(C)o3)=C(O)C(=O)N2Cc2cccnc2)cc1 (stereo not drawn) | -10% | 30 | 3% | 5 | -5% | 20% | 0 | 6% | 2% | 1
Cc1c(=O)n(OCc2cccc(F)c2)c2ccccc2[n+]1[O-] | 1% | 4 | -3% | -2 | 3% | -19% | -4 | 6% | -5% | -6
CCCS(=O)(=O)N1CCC(C(=O)N2CCOCC2)CC1 | -1% | 16 | 2% | 23 | -3% | -14% | 0 | -3% | 14% | -8
Fc1ccccc1N1CCN(Cc2cnc(Cl)s2)CC1 | 6% | 8 | 8% | 4 | -6% | -1% | 6 | -4% | 10% | -13
COC(=O)CCC(=O)N1CCCC(N2CCN(c3ccc(OC)cc3)CC2)C1 (stereo not drawn) | 2% | 31 | 2% | -8 | -2% | -3% | -4 | 0% | 7% | 0
O=c1oc2cc(Cl)ccc2n1CSc1nc2ccccc2s1 | -1% | -11 | 22% | -5 | 1% | -19% | 12 | . | ? | 2
Cc1cccc(CSC(=N)N)c1 | 4% | -3 | -2% | 3 | -8%[46.1 µM] | -8% | 1 | 5% | ? | 16
O=C1CCC/C(=N\NC(=O)COc2ccc(Cl)cc2)C1 | 9% | 11 | -1% | 3 | -1% | -3% | 1 | 4% | -5% | 2
COc1cc(/C=C2/C(=N)N3N=C(CC(=O)N4CCOCC4)SC3=NC2=O)ccc1OCc1ccccc1 | 0% | -24 | -1% | -12 | -7% | 0% | -1 | 3% | ? | -1
